Assay outcomes from PubChem BioAssay.
TrxR1 substrate: rat thioredoxin reductase 1 substrate activity | O89049 | purified TrxR1 substrate turnover, NADPH consumption readout | Potency, µM (doses to about 114 µM), for inactives: top-dose activity change, negative = substrate turnover | actives 0.01% (n = 390,000); note: potency is the fitted concentration of half-maximal effect; % is set by controls: 0 for no effect and ±100 for the full control effect; nearly all actives have a fitted effect of over 50% in size
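Rat TrxR1, dispensed at 90 nM, was prereduced with 400 uM NADPH (final) for 5 min at ~22 deg C, then incubated with compound 15 min before 400 uM selenite. A first-read NADPH fluorescence drop versus no-compound background flagged substrates.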
Pin1 inh: inhibitors of human Pin1 | Q13526 | Pin1 FP peptide displacement, HiFluor488, 10 min | Potency, µM (highest dose often 115 µM), without a hit: at the highest dose activity, negative = inhibition, actives largely listed as inhibitors | actives 0.009% (n = 390,000) | AID 504891; active = well fitted inhibition curve with a large enough effect in the polarisation, with a control signal flat, not every such curve was filed as active; inconclusive = small, poorly fitted or top-dose-only effect, or effect the other way, or a change in a side signal; inactive = no such curve, though single readings can be large or run the other way; the % refers to the polarisation; note: potency is the fitted concentration of half-maximal effect; % is set by controls: 0 for no effect and ±100 for the full control effect
Target sequence (Q13526 whole entry, looked up): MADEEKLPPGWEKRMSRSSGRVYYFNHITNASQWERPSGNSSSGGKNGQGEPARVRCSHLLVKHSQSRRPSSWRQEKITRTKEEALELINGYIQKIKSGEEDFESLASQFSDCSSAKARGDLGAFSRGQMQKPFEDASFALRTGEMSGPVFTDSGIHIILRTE
TRHR enhancer: allosteric enhancers of human TRH receptor. TRHR cells, fluo-8 calcium fluorescence, EC20 TRH enhancement. P34981. enhancement, % at 2 µM. actives 0.66% (n = 360,000); in the data active = enhancement above about 30%; note: 0% is about no effect
Target sequence (P34981 whole entry, looked up): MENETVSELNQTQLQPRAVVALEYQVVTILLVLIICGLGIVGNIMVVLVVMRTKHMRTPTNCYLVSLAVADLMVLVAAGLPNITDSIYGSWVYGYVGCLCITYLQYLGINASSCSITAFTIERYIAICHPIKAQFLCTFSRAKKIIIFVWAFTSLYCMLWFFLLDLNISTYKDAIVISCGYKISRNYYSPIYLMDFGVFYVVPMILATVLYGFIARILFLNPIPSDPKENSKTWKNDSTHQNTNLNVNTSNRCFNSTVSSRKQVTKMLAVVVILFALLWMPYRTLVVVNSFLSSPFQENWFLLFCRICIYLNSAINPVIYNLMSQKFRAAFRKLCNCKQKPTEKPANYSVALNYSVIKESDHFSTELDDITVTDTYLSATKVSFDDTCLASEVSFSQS
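Enhancer read-out: after compound pinning and an initial kinetic agonist-mode read, an EC20 of TRH (10 nM final) was injected and fluo-8 calcium signal (Ex 480/Em 530) followed at 1 s/cycle for 100 cycles in TRHR-expressing cells.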
mIDH1 inhibitor: blocks human mutant IDH1 R132H enzyme; Potency, µM (titrated, usually from 76.6 µM), inactives show at the highest dose activity change, negative = inhibition, hits mostly inhibitors; O75874; IDH1-R132H enzyme, NADPH consumption, diaphorase/resazurin fluorescence; actives 0.093% (n = 390,000); note: potency is the fitted concentration of half-maximal effect; % is set by controls: 0 for no effect and ±100 for the full control effect; nearly all actives have a fitted effect of over 65% in size
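IDH1-R132H (0.5 ug/mL dispensed) in pH 7.5 Tris buffer was preincubated 30 min with compound, then given a substrate mix of 0.016 mM NADPH and 2 mM alpha-KG for 80 min at room temperature; remaining NADPH was read by diaphorase/resazurin fluorescence.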
D2 agonist: activates the human D2 dopamine receptor; actives 0.53% (n = 340,000); P14416; activation, % at 2 µM; HEK293 T-REx D2 cells, calcium flux agonist mode;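 active = activation over 3 SD above normal in the single-dose calcium agonist read, cut at about 30% in these data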; note: 0% is about no effect
Target sequence (P14416 whole entry, looked up): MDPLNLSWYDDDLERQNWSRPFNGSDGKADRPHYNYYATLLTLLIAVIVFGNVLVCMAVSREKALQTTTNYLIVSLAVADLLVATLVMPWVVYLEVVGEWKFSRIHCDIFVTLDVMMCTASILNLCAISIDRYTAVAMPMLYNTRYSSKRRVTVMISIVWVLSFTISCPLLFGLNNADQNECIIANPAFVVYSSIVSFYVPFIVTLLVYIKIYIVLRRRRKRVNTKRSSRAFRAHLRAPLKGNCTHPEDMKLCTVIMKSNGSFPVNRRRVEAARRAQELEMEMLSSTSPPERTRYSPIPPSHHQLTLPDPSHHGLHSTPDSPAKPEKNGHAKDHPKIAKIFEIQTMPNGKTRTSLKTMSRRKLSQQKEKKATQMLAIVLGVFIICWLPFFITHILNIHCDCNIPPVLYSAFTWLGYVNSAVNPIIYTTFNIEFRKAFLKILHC
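Calcium-flux readout, 1 cycle/sec over 180 s following compound pin transfer, in inducible HEK293 Trex D2 cells (force-coupled); dopamine controls included. Positive calcium responses during this window marked compounds as potential agonists.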
TrxR1 inh: rat TrxR1 inhibition; recombinant rTrxR1, NADPH fluorescence consumption, selenite substrate; Potency, µM (series often up to 114 µM), for inactives: top-dose activity change, negative = inhibition, hits mostly inhibitors; actives 1% (n = 390,000); AID 588453; note: potency is the fitted concentration of half-maximal effect; % is set by controls: 0 for no effect and ±100 for the full control effect; nearly all actives have a fitted effect of over 65% in size
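Rat TrxR1 (90 nM in the dispensed reagent) was pre-reduced with 400 uM NADPH for 5 min at room temperature, then incubated with compound for 15 min. After 400 uM selenite was added, NADPH fluorescence (Ex 340/Em 450 nm) was followed for 8 min.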
USP1-UAF1 inh: inhibitors of human USP1/UAF1 deubiquitinase; Potency, µM (titrated, usually from 57.1 µM), inactives show at the top dose activity change, negative = inhibition, most hits filed as inhibitors; recombinant USP1/UAF1, Ub-Rhodamine cleavage fluorescence; actives 0.23% (n = 390,000); AID 743255; O94782; note: potency is the fitted concentration of half-maximal effect; % is set by controls: 0 for no effect and ±100 for the full control effect; nearly all actives have a fitted effect of over 60% in size; inactives centre near -12
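Step one: compound is pinned into 1nM USP1/UAF1 in HEPES pH 7.8 buffer with TCEP. Step two: 15 min room-temperature incubation. Step three: Ub-Rho (150nM final) starts cleavage, tracked by fluorescence over six one-minute reads.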
D2 antag: D2 dopamine receptor (human) antagonism; P14416; HEK293 TREx D2 cells, calcium flux, dopamine EC80; inhibition, % at 10 µM; actives 2% (n = 340,000); AID 485344; in the data active = inhibition above about 30%; note: 0% is about no effect
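Tetracycline-induced HEK293 T-REx cells expressing D2 force-coupled to calcium signalling were dye-loaded, exposed to compound for 180 s, then challenged with an EC80 of dopamine; calcium flux was followed kinetically for a further 180 s.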
TRHR ag: activates the human TRH receptor | P34981 | TRHR cells, calcium flux fluo-8, FDSS agonist mode | activation, % at 2 µM | actives 0.18% (n = 360,000) | AID 493084; in the data active = activation above about 30%; note: 0% is about no effect
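Fluo-8-loaded TRHR cells; 10 s baseline, compound added, kinetic Ca2+ fluorescence read 1/s, agonist mode.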
* = called active by the depositor; u = inconclusive; x = not tested or not shown; [ ] = remark or other dose. Unless noted, calls come from the whole dose curve; as a rule, active = well fitted inhibition curve with a large enough effect; inconclusive = small, poorly fitted or top-dose-only effect; inactive = no such curve, though single readings can be large or run the other way. Not all compounds are listed. The share of hits here may be higher or lower than overall.

SMILES	TrxR1 substrate	Pin1 inh	TRHR enhancer	mIDH1 inhibitor	D2 agonist	TrxR1 inh	USP1-UAF1 inh	D2 antag	TRHR ag
OCCC1CN(Cc2cc(F)ccc2-n2cccn2)CCN1Cc1ccc(F)cc1 (stereo unspecified)	-9%	-7%	12	-12%	-0.4	-18%	-1%	-17	0.5
C/C(=N\Nc1nc(N)cc(Cl)n1)c1ccc(F)cc1	-5%	-8%	0	-1%	2.9	0%	-7%	6	-1.3
O=C(NCCCN1CCN(c2cccc(Cl)c2)CC1)c1nc(-c2ccncc2)no1	-1%	5%	-5	3%	69*	-2%	-11%	82*	-0.7
O=C(CCn1c(=O)c2sccc2n(Cc2cccc(F)c2)c1=O)NCc1ccc2c(c1)OCO2	2%	-1%	7	7%	-0.1	8%	-18%	x	-0.5
CCOCCCNC(=O)C(c1ccc(C)cc1)N(Cc1cccs1)C(=O)CNC(C)=O (stereo unspecified)	0%	4%	10	5%	0.3	12%	-3%	-16	-0.7
Cc1ccc(NC(=O)CN2CCC(NC(=O)Cc3ccccc3)CC2)c(C)c1	6%	2%	-1	-1%	0.6	-14%	-17%	-5	-0.4
COc1cccc(C2C=C(c3ccccc3)Nc3c(C(=O)Nc4ccccc4)cnn32)c1OC (stereo unspecified)	2%	-3%	-1	-11%	-0.3	17%	-1%	x	0.0
O=C(NC1CCCC1)c1cc(-c2ccc(Cl)cc2)on1	4%	-5%	-1	5%	0.2	16%	-7%	14	0.2
Cc1ccccc1-n1ncc2c([N+](=O)[O-])cc([N+](=O)[O-])cc21	-11%	2%	1	0%	-0.4	u	-4%	-30	-1.2
CCN(C(=O)NCc1noc2ccccc12)c1cc(C)ccc1C	-7%	-3%	-3	11%	0.1	-5%	-7%	x	0.1
O=C(Nc1ccc(Br)cc1Cl)c1cnccn1	-4%	0%	0	4%	-1.1	u	10%	15	-0.1
COCCn1nnnc1SCC(=O)Nc1ccc2c(c1)OCO2	-5%	9%	3	11%	-0.3	-10%	-16%	6	-0.2
CCc1ccc2nc(NC(=O)c3ccc4c(=O)[nH]c(CN5CCOCC5)nc4c3)sc2c1	2%	32%[activator]	2	0%	x	-9%	-7%	x	-0.5
CCOC(=O)c1ccc(NC(=O)CC2Nc3cc(C)c(C)cc3NC2=O)cc1 (stereo unspecified)	2%	1%	7	-3%	1.2	-7%	-25%	x	2.6
CCOc1ccccc1N1CC(c2nc3ccccc3n2CCOc2ccc(OC)cc2)CC1=O (stereo unspecified)	-2%	1%	-6	-17%	x	10%	-32%	x	0.0
CCCN(CC(=O)Nc1ccc(C(N)=O)cc1)CC(=O)Nc1ccccc1C	2%	5%	0	-1%	0.2	-27%	-23%	-8	0.0
Cc1ccc(NC(=S)Nc2ccc(F)cc2)cc1	7%	-2%	-10	0%	-0.3	7%	-13%	-5	0.0
COc1cc(C2CC(=O)N(CC(=O)NCC3CCCO3)c3ccccc3S2)cc(OC)c1OC (stereo unspecified)	9%	-6%	0	-8%	0.1	24%	-21%	14	0.0
O=C(NC1CCCc2ccccc21)c1cccc(F)c1 (stereo unspecified)	-9%	7%	x	0%	x	-13%	-3%	x	x
Cc1nc2sc(C(c3ccco3)N3CCC4(CC3)OCCO4)c(O)n2n1 (stereo unspecified)	5%	-1%	x	10%	x	u	-5%	x	x

The last two entries of the part before open the next one:
SMILES	TrxR1 substrate	Pin1 inh	TRHR enhancer	mIDH1 inhibitor	D2 agonist	TrxR1 inh	USP1-UAF1 inh	D2 antag	TRHR ag
O=C(NC1CCCc2ccccc21)c1cccc(F)c1 (stereo unspecified)	-9%	7%	x	0%	x	-13%	-3%	x	x
Cc1nc2sc(C(c3ccco3)N3CCC4(CC3)OCCO4)c(O)n2n1 (stereo unspecified)	5%	-1%	x	10%	x	u	-5%	x	x
FC(F)(F)c1nc2ccccc2n2c(-c3c(Cl)cccc3Cl)nnc12	-8%[57.1 µM]	0%	-4	1%	-0.1	-2%[57.1 µM]	-11%	13	1.6
O=C(CN(Cc1ccccc1)C1=NCCS1)c1ccc(Cl)cc1	5%	-8%	-2	7%	0.2	38%[activator]	-16%	-12	0.0
Cc1cc(C(=O)Nc2ccccc2N2CCCCC2)no1	-2%[57.1 µM]	-1%	22	7%	5.2	16%[57.1 µM]	-13%	19	4.8
Cc1ccc(S(=O)(=O)N(CC(=O)Nc2cc(C)ccc2C)C(=O)N2CCN(C)CC2)cc1	2%	-4%	2	2%	0.7	12%	-21%	4	1.2
NS(=O)(=O)c1ccc(CCNC(=O)Nc2ccc(Cl)c(Cl)c2)cc1	-11%	-8%	-8	11%	-0.4	11%	-10%	9	-0.2
CC(C)Cc1ccc(/C=C/C(=O)NC2CC2)cc1	1%	1%	3	2%	-0.6	2%	-22%	1	-0.4
CCc1ccc(-c2cc(C)no2)cc1S(=O)(=O)N1CCN(c2ccccc2OC)CC1	0%	3%	-3	-5%	0.1	10%	-31%	-5	0.0
O=C(c1nc[nH]c1C(=O)N1CCc2ccccc2C1)N1CCc2ccccc2C1	-6%[57.1 µM]	3%	7	9%	0.1	5%[57.1 µM]	-12%	-10	0.0
Cc1ccc(OCC(=O)Nc2ccc3c(c2)nc(CCN2CCOCC2)n3C)cc1	-9%	-4%	-3	0%	-1.1	-10%	-15%	-10	1.0
Cn1nc(C(=O)N2CCOCC2)c([N+](=O)[O-])c1C(=O)N1CCOCC1	-5%	0%	-4	2%	0.7	8%	-7%	-4	0.0
COc1ccc(C(=O)NCc2nnc(SCC(=O)N3CCCC3)o2)cc1	-2%	3%	21	11%	0.5	6%	-8%	-2	-0.7
CCOc1ccc(NC2=NCCC(=O)N2Cc2cccs2)cc1	-8%	-2%	15	2%	-1.1	-14%	-26%	5	-1.3
CN(CC(=O)Nc1cccc(F)c1)C(=O)c1cc([N+](=O)[O-])ccc1N1CCOCC1	-3%	-1%	-2	4%	0.7	-4%	-3%	0	0.6
O=C(Nc1ccc(S(=O)(=O)Nc2ncccn2)cc1)c1ccc2ncsc2c1	0%	u	-10	u	-0.2	17%	-13%	10	3.3
COc1ccc(NC(=S)NCCCN2CCCC2)cc1Cl	1%	-7%	-2	4%	-0.6	18%	-17%	9	0.0
C=CCc1ccc(OCCOCCOc2ccccc2[N+](=O)[O-])c(OC)c1	6%[57.1 µM]	-4%	2	7%	0.3	28%[57.1 µM]	-13%	11	-0.2
O=S(=O)(c1ccc(S(=O)(=O)N(Cc2cccs2)CC2CCCO2)cc1)N1CCCCC1 (stereo unspecified)	-7%	3%	-5	11%	0.8	8%	-13%	9	-0.4
COC(=O)C1=C(C)N(CCc2c[nH]c3ccccc23)C(=O)C1	5%[57.1 µM]	2%	-4	5%	1.6	-16%[57.1 µM]	-3%	-12	0.3
O=C(CCC1N=C2c3ccccc3N=C(SCc3cccc(Cl)c3)N2C1=O)NCc1cccs1 (stereo unspecified)	6%[57.1 µM]	26%	-5	6%	-0.6	11%[57.1 µM]	-5%	x	0.1
COc1ccc(C(=O)Nc2ccc3cn[nH]c3c2)c(OC)c1	4%[57.1 µM]	-3%	-3	-7%	1.4	5%[57.1 µM]	-9%	-3	0.2
C1=C(c2ccccc2)Nc2nnnn2C1c1cccs1 (stereo unspecified)	-5%	u	-5	-1%	0.3	-10%	0%	-19	0.0
CCn1cc([N+](=O)[O-])c(C(=O)Nc2nc3ccc(OC)cc3s2)n1	-2%	-3%	-7	-6%	0.9	24%	-22%	2	0.2
O=C(CSc1ccc2nnc(-c3ccc(Cl)cc3)n2n1)N1CCc2ccccc21	8%	-4%	4	-3%	0.8	33%	0%	-12	0.0
Nc1nonc1-c1nc2ccccc2n1Cc1ccc(Cl)cc1	-6%	-1%	-3	-1%	-1.9	-14%	-5%	-9	0.5
O=C(C1CCN(S(=O)(=O)Cc2ccccc2)CC1)N1CCN(c2ccccc2F)CC1	-2%	-2%	4	-6%	0.1	12%	u	x	-0.1
COc1ccc(NC(=O)C2(S(=O)(=O)c3ccc(C)cc3)CC2)cc1OC	9%	-6%	4	18%	-3.8	27%	-26%	15	-0.7
CCOc1ccc(Nc2ncnc3c2nc2n3CCCCC2)cc1	-7%	1%	-2	15%	-2.9	-7%	-19%	x	-1.2
CC(C)C(=O)Nc1nc(-c2ccc(S(=O)(=O)N3CCOCC3)cc2)cs1	13%	-6%	0	4%	0.3	27%	0%	12	0.0
Cc1ccc(SCC(=O)N2CCC(C(N)=O)CC2)cc1	-7%[57.1 µM]	4%	-3	-4%	0.1	10%[57.1 µM]	2%	-6	0.0
COc1cc(NC(=S)N2CCc3ccccc3C2)cc(OC)c1	4%	-4%	-4	-1%	-1.4	22%	-27%	-8	-0.6
CC1CCN(C(=O)CSc2nncn2C)CC1	2%	-8%	1	1%	-0.1	-4%	-13%	-11	0.4
CC1CN(C(=O)/C=C/c2ccc3c(c2)OCO3)CC(C)O1 (stereo unspecified)	8%[57.1 µM]	7%	1	-2%	-0.2	-9%[57.1 µM]	-5%	15	0.0
O=C(COCc1cc(-c2cccs2)on1)Nc1cccc(Cl)c1Cl	-8%	-2%	2	-3%	0.8	11%	-1%	x	0.5
COC(=O)CSc1ccc2c(N)c(C(=O)OC)sc2c1	12%	-3%	0	5%	0.7	16%	-13%	14	-0.3
CC(C)CC(=O)Nc1ccc(C(=O)Cn2nc(C(=O)O)c3ccccc3c2=O)cc1	-3%	14%	5	-2%	0.8	-4%	5%	-2	0.4
O=C(c1ccc(CSc2nc3ccncc3[nH]2)cc1)N1CCN(c2cccc(Cl)c2)CC1	-10%[57.1 µM]	13%	-1	10%	0.5	-5%[57.1 µM]	-26%	5	-0.8
Cc1cc(C)n(Cc2ccc(Cl)nc2)n1	6%[57.1 µM]	7%	0	24%	2.7	24%[57.1 µM]	-11%	4	0.2
